Source: PubChem
KB-3-1 tox = KB-3-1 parental cell cytotoxicity | 400,000 tested, 1.4% active | Potency, µM (highest dose often 46.1 µM), for the others: top-dose activity change, negative = cytotoxic, usual class: cytotoxic | AID 1347075 | KB-3-1 viability, CellTiter-Glo ATP luminescence, 72 h; also: potency is read from the fitted curve at half-maximal effect; % is scaled to controls: 0 for no effect and ±100 for the full control effect; nearly all actives have a fitted effect of over 60% in size
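Luminescent ATP read-out (CellTiter-Glo) measures survival of drug-naive KB-3-1 cells after 72 h compound exposure at 37 °C. Titration series was screened from lowest to highest concentration, with DMSO vehicle plates as background controls.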
KB-V1 cytotox = kills drug-selected multidrug resistant KB-V1 cells | 400,000 tested, 3.4% active | KB-V1 MDR cells viability, CellTiter-Glo, 72 h | AID 1347076 | Potency, µM (doses to about 46.1 µM), for inactives: at the top dose activity change, negative = cytotoxicity, hits mostly cytotoxic; also: potency is read from the fitted curve at half-maximal effect; % is scaled to controls: 0 for no effect and ±100 for the full control effect; nearly all actives have a fitted effect of over 60% in size
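Luminescent ATP read-out (CellTiter-Glo, 10 min) measures survival of drug-selected KB-V1 MDR cells after 72 h, 37 degrees C compound exposure. Medium: phenol-red-free DMEM, 10% FBS. Values from fitted concentration-response curves.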
D3 ag = agonists of human D3 dopamine receptor; P35462; D3R DiscoveRx beta-arrestin cells, luminescence, 90 min; max activation, %; 410,000 tested, 0.58% active; AID 652048; in the data active = max activation above about 30%; also: 0% is about no effect; mostly tested at two doses, the higher about 12 µM
Target sequence (P35462 whole entry, looked up): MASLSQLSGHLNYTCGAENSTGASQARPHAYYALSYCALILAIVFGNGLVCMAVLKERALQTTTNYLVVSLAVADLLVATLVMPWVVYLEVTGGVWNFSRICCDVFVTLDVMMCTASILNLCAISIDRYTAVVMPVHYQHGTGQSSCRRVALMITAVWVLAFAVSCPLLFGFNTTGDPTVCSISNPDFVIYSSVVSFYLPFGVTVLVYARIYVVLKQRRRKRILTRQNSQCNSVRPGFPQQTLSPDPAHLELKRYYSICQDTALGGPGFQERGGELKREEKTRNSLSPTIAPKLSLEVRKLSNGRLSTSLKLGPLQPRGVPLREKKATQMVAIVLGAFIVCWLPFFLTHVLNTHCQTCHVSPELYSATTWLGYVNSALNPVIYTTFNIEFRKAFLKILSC
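Agonist-mode cell screen: cells plated at 1500/well and incubated overnight at 37 °C, then exposed to library compounds for 90 min at 37 °C. Detection reagent was added for 30–60 min at room temperature, and luminescence was read.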
HT1080 IDH1KD tx = toxicity to HT-1080 IDH1 knockdown cells (counter line); 360,000 tested, 2% active; AID 686971; Potency, µM (titrated, usually from 46.1 µM), inactives show top-dose activity, negative = toxicity, actives largely listed as cytotoxic; HT-1080 IDH1 knockdown viability, ATP luminescence, 48 h;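 also: potency is read from the fitted curve at half-maximal effect; 0% = DMSO wells and -100% = cell-free medium wells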
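Cytotoxicity counter-line: IDH1KD HT-1080, 48 h, CellTiter-Glo. Curves classed by r2, magnitude and activity.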
HEK293 tox = cytotoxicity counter-screen for GLP-1 receptor inverse agonists; HEK293 cAMP-luciferase reporter cells, luminescence, 24 h; Potency, µM (doses to about 38.3 µM), for inactives: at the top dose activity change, negative = inhibition, actives largely listed as inhibitors; AID 624418; 410,000 tested, 0.13% active;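 also: loss of luciferase light is scored as toxicity; potency is read from the fitted curve at half-maximal effect; % is scaled to controls: 0 for no effect and ±100 for the full control effect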
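Cells in DMEM/10% Nu serum/1% pen-strep, 1536-well format. Pre-incubated 12 h, dosed with 23 nL compound, incubated a further 24 h. Luciferase detection, 12 min at room temp, luminescence.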
IL-1B inflam inh = inflammasome signaling inhibition, IL-1 beta readout | activity change, % at 57.5 µM | 360,000 tested, 4.7% active | THP-1 LPS/ATP IL-1B secretion, AlphaLISA, 16 h; active compounds read low; in the data active = activity change below about -50%; inconclusive = mostly about -30% to -49%; also: % is scaled to controls: 0 for no effect and ±100 for the full control effect
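Secreted IL-1B measured by AlphaLISA bead assay after 16 h compound exposure of THP-1 cells; compounds (final up to 57.5 uM) added 1 h before LPS (250 ng/mL) and ATP (1.25 mM) stimulation; lower signal means less secretion.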
HT1080-NT tox = kills 2HG-producing HT-1080-NT fibrosarcoma cells; HT-1080-NT fibrosarcoma viability, CellTiter-Glo ATP luminescence, 48 h; Potency, µM (doses to about 46.1 µM), inactives show at the highest dose activity, negative = less viability, actives largely listed as cytotoxic; 360,000 tested, 1.6% active;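 also: NT is the 2HG producing partner of a matched IDH1 knockdown line; potency is read from the fitted curve at half-maximal effect; 0% = DMSO-treated cells and -100% = media-only wells without cells; nearly all actives have a fitted effect of over 55% in size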
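Viability of the 2HG-overproducing fibrosarcoma line after 48 hours of compound exposure at 37 degrees C was determined by luminescence with CellTiter-Glo, and concentration-effect curves were then fitted and categorized.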
MCF10A rerep = induces DNA re-replication in MCF 10a normal breast cells | MCF 10A DNA re-replication, Hoechst nuclear intensity, 48 h | Potency, µM (doses to about 46.1 µM), for inactives: at the highest dose activity, positive = re-replication, most hits filed as activators | 350,000 tested, 2.9% active | AID 624296; also: potency is read from the fitted curve at half-maximal effect; % of control where 0% means no effect; nearly all actives have a fitted effect of over 50% in size
SW480 rerep = DNA re-replication induction in SW480 cells. SW480 DNA re-replication, Hoechst DNA content imaging, 48 h. Potency, µM (doses to about 46.1 µM), without a hit: at the top dose re-replication activation, hits mostly activators. 340,000 tested, 1.8% active; also: potency is read from the fitted curve at half-maximal effect; % of control where 0% means no effect; nearly all actives have a fitted effect of over 55% in size
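Image-based DNA-content assay: after two days of treatment, nuclei were labelled with the DNA dye Hoechst and imaged, and hits were compounds raising the count of nuclei showing high fluorescence intensity.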
* hit, by the source's call; ? = inconclusive; · = no result given; [ ] = another dose, or the depositor's remark. Unless noted, calls follow the shape of the dose curve; as a rule, active = well fitted curve in the direction sought with a large enough effect; inconclusive = small, poorly fitted or top-dose-only effect, or another doubt; inactive = no such curve, though single readings can be large; an effect the other way counts as inactive or inconclusive.

SMILES	KB-3-1 tox	KB-V1 cytotox	D3 ag	HT1080 IDH1KD tx	HEK293 tox	IL-1B inflam inh	HT1080-NT tox	MCF10A rerep	SW480 rerep
COc1ccc(-n2nc(C(=O)NCCc3ccc(Cl)cc3)c3c4ccccc4n(C)c3c2=O)cc1Cl	-2.1%	?	-0.6	·	-0.8%	·	·	·	·
S=C(NCC1CCCO1)NC12CC3CC(CC(C3)C1)C2 (stereo unspecified)	-4.3%	-21.1%	-0.8	8.6%	-13.5%	44.7	-9.1%	2.0%	1.7%
COc1ccc(-c2cnc(C(O)c3ccccc3)[nH]2)cc1 (stereo unspecified)	-4.1%	-24.3%	-0.7	11.6%	2.5%	-23.8	0.5%	·	·
CC(=O)N1CCC(N(C(=O)Nc2ccc(C)c(C)c2)C2CCCC2)CC1	-1.3%	2.0%	4.6	-15.6%	-21.3%	5.8	-1.7%	-6.7%	9.7%
O=C(CCCNC(=O)c1ccc(Cl)cc1)NCc1ccccc1F	5.1%	-20.5%	1.0	-1.0%	-3.6%	5.8	-0.7%	-20.5%	-18.2%
Clc1ccc(CSc2nnc(-c3ccncc3)o2)c(Cl)c1	-1.7%	?	2.7	4.5%	20.0%	0.0	15.3%	10.8%	-19.5%
CCOc1ccc(C(=O)NC(=S)Nc2ncccc2C)cc1[N+](=O)[O-]	?	?	-5.8	2.0%	?	30.9	3.4%	10.1%	2.2%
Nc1nonc1-n1nnc(C(=O)N/N=C/c2ccc(OCc3cccc(Cl)c3)cc2)c1CN1CCCCC1	-16.4%	4.7%	-0.4	12.7%	-3.1%	4.9	1.8%	1.0%	-2.4%
O=C(CSc1ncccc1C(=O)O)NCCC1=CCCCC1	-2.6%	30.3%	8.7	-2.6%	-9.3%	-2.3	12.7%	-6.2%	-2.2%
C[C@@H](NC(=O)c1nc[nH]c1C(=O)N1CCN(C(=O)OC(C)(C)C)CC1)c1ccccc1	-27.2%	-3.3%	18.2	-11.2%	5.2%	11.4	-9.5%	-5.6%	7.9%
CC/C(=N\O)c1ccc(O)c(OC)c1	3.5%	25.3%	-14.1	-2.2%	-6.9%	-13.5	11.1%	-7.0%	-3.8%
COc1cc2c(cc1OC)C(COc1ccc3c(C)cc(=O)oc3c1)N(C(=O)c1cc(Cl)ccc1OC)CC2 (stereo unspecified)	-1.0%	0.0%	9.8	·	-8.8%	·	·	·	·
COc1ccc(-c2cc(C(=O)Nc3c(C)nn(Cc4ccc(Cl)cc4)c3C)no2)cc1	-3.1%	?	-4.2	?	0.9%	37.8	-1.6%	16.4µM*	?
Cn1c(Oc2ccc(Cl)cc2)nc2c1c(=O)n(Cc1ccc(F)cc1)c(=O)n2C	3.5%	-24.3%	3.9	·	-0.7%	·	·	·	·
CCn1nnnc1SCC(=O)NC1Cc2ccccc2C1	2.0%	6.1%	0.1	4.3%	3.7%	3.2	-0.4%	2.1%	-0.6%
COC(=O)[C@@]12C[C@@H](CC(=O)NCCCN3CCCC3=O)C(=O)N(Cc3ccc4c(c3)OCO4)C1=CCC(C)(C)C2	18.3%	-1.1%	3.2	-2.1%	-6.5%	6.7	3.9%	·	·
Cc1ccc(CNC(=O)c2ccc3c(c2)c(C)c(C)n3Cc2ccccc2)o1	-6.1%	-17.9%	-17.1	·	-0.8%	·	·	·	·
CC(C)N(C(C)C)S(=O)(=O)c1ccc(Cl)nc1	18.1%	8.0%	2.4	13.4%	7.1%	0.0	13.9%	-7.2%	?
Cc1cccc(C)c1NC(=O)C(c1ccc(C(F)(F)F)cc1)n1c(=O)c(-c2cc3ccccc3[nH]2)nc2ccccc21 (stereo unspecified)	-11.1%	-15.5%	10.3	20.6µM*	·	89.8	?	·	·
CC(C)OCCCNC(=O)c1sc(=S)n(C)c1N	-3.1%	6.6%	-4.9	1.9%	8.9%	-23.6	-0.9%	8.9%	0.8%
Oc1c(N=Nc2ccccn2)ccc2ccccc12	1.16µM*	?	-6.8	2.31µM*	5.01µM*	-53.8*	?	13µM*	?
O=C(Nn1c(-c2ccccc2)nc2ccccc2c1=O)C1CCC1	24.8%	-19.6%	8.4	6.1%	-9.7%	0.3	5.0%	-8.3%	-2.3%
CCCOC1CCCN(Cc2nc(-c3cnccn3)no2)C1 (stereo unspecified)	-1.3%	?	1.6	6.6%	-10.1%	11.1	14.7%	-1.4%	-3.2%
CSc1ncccc1C(=O)OCC(=O)NCc1cccs1	·	·	-8.1	-3.9%	15.5%	5.3	0.0%	?	3.1%
CCN(C(=O)COC(=O)CNC(=O)C12CC3CC(CC(C3)C1)C2)C1CCS(=O)(=O)C1 (stereo unspecified)	3.8%	-11.8%	6.7	6.3%	3.1%	3.1	13.5%	-8.3%	1.8%
COC(=O)N/N=C/c1cccc([N+](=O)[O-])c1	19.9%	0.0%	-10.7	18.0%	-3.5%	17.2	22.5%	1.3%	-1.7%
CCCNC(=O)N1CCC(c2ccc3c(c2)OCO3)CC1	0.6%	0.0%	6.7	7.0%	-15.8%	0.0	4.1%	7.1%	4.2%
NNC(=O)c1cc(-c2ccco2)[nH]n1	3.3%	-26.1%	3.7	0.0%	1.0%	-11.8	-4.1%	4.3%	-0.4%
Cc1ccccc1CN1C(=O)c2ccccc2C1c1nnnn1Cc1ccccc1 (stereo unspecified)	1.9%	?	14.3	9.1%	5.8%	0.0	3.6%	·	·
Cc1ccc(-c2nnc(SCC#CCOC(=O)c3cccs3)o2)cc1	2.5%	?	2.1	3.7%	-9.4%	-11.2	-0.5%	3.4%	0.7%
CC(C)(C)c1ccc2c(c1)OC(C(=O)N/N=C\c1ccncc1)CO2 (stereo unspecified)	?	?	10.4	-25.0%	15.5%	·	-6.8%	-13.3%	-23.1%
Cc1nc2ncccn2c1-c1csc(NCc2ccco2)n1	?	16.4µM*	0.5	-0.7%	11.5%	-12.2	-11.2%	21.1%	-17.3%
Cc1c(C)c2ccc(OCc3ccc(C(=O)O)o3)c(C)c2oc1=O	-0.1%	13.7%	-0.7	-0.3%	5.9%	-11.0	-3.7%	18.1%	15.1%
O=C(NC1CCCN(c2ccc(C(F)(F)F)cn2)C1)c1ccnc(Cl)c1 (stereo unspecified)	-2.0%	-26.6%	1.7	-21.0%	-1.9%	0.0	0.0%	3.1%	1.1%
CCOCCCn1c(SCC(=O)NC(C)(C)C)nc2ccccc2c1=O	-1.0%	0.0%	3.6	-1.9%	48.7%[activator]	-10.4	-1.4%	7.9%	1.9%
COc1ccc(NC(=O)CCCCC(=O)Nc2ccc(OC)cc2OC)c(OC)c1	12.4%	0.0%	-2.8	-4.2%	-1.3%	24.9	-5.0%	2.0%	-5.8%

Rewritten bar-delimited: 3 of the compounds above
SMILES | KB-3-1 tox | KB-V1 cytotox | D3 ag | HT1080 IDH1KD tx | HEK293 tox | IL-1B inflam inh | HT1080-NT tox | MCF10A rerep | SW480 rerep
O=C(CCCNC(=O)c1ccc(Cl)cc1)NCc1ccccc1F | 5.1% | -20.5% | 1.0 | -1.0% | -3.6% | 5.8 | -0.7% | -20.5% | -18.2%
Clc1ccc(CSc2nnc(-c3ccncc3)o2)c(Cl)c1 | -1.7% | ? | 2.7 | 4.5% | 20.0% | 0.0 | 15.3% | 10.8% | -19.5%
CCOc1ccc(C(=O)NC(=S)Nc2ncccc2C)cc1[N+](=O)[O-] | ? | ? | -5.8 | 2.0% | ? | 30.9 | 3.4% | 10.1% | 2.2%

Further entries
SMILES	KB-3-1 tox	KB-V1 cytotox	D3 ag	HT1080 IDH1KD tx	HEK293 tox	IL-1B inflam inh	HT1080-NT tox	MCF10A rerep	SW480 rerep
COc1cccc(NC(=O)COC(=O)c2ccc3c(c2)OCO3)c1	15.1%	?	-3.1	7.8%	9.5%	21.5	10.9%	0.9%	-1.2%
CCCCC(=O)Nc1c(C(=O)N2CCN(c3ccccc3F)CC2)oc2ccccc12	-2.5%	?	-1.3	·	-14.2%	·	·	·	·
CSCCC(NC(=O)c1ccccc1)C(=O)NC1CC1 (stereo unspecified)	-0.3%	-18.9%	33.9*	12.1%	-11.9%	17.6	8.2%	1.4%	-2.7%
Cc1cccc(C)c1NC(=O)CNC(=O)c1cnccn1	-8.7%	15.5%	-10.2	0.8%	13.7%	-4.7	-0.6%	-1.0%	-3.1%
COc1ccc(NC2CCCN(C(=O)c3csc(C)n3)C2)cc1 (stereo unspecified)	·	·	2.0	0.0%	2.0%	1.5	-4.3%	1.5%	1.4%
COc1cc(C(=O)Nc2cccc(-c3nc4cc(C)cc(C)c4o3)c2)cc(OC)c1OC	21.7%	16.5%	51.6*	7.2%	-1.2%	0.2	12.3%	14.1%	-0.7%
CCOC(=O)c1[nH]c2ccccc2c1NC(=O)c1ccccc1F	-5.3%	8.2%	-3.0	·	-9.3%	·	·	·	·
CCNC(=O)C1CCCN(C(=O)c2cccs2)CC1 (stereo unspecified)	-1.6%	-2.8%	1.2	18.6%	4.7%	2.4	26.8%	·	·
CCCC(=O)Nc1c2c(nn1-c1ccc(OC)cc1)CS(=O)C2 (stereo unspecified)	3.0%	?	-1.5	-0.4%	8.6%	9.2	-2.0%	9.0%	-0.4%
Cc1cc(C)nc(NS(=O)(=O)c2ccc(NC(=O)c3ccco3)cc2)n1	7.4%	-10.5%	3.7	11.0%	-4.3%	15.4	8.6%	3.3%	-8.0%
COc1ccc(CNC(=O)Cn2ccc3cc(S(=O)(=O)N4CCCCCC4)ccc32)cc1OC	-16.3%	-4.3%	-14.9	·	-10.1%	·	·	·	·
CCN(CC)C(=O)Cn1c(=O)n(-c2ccc(Cl)c(Cl)c2)c(=O)c2c(C)c(C(=O)N(CC)CC)sc21	2.1%	-3.8%	2.4	·	-11.1%	·	·	·	·
CC(=O)Nc1cccc(NC(=O)c2ccc3c(c2)CCN3S(=O)(=O)c2ccccc2)c1	-2.1%	?	-1.7	-12.7%	-28.2%	?	-13.1%	2.6%	?
COc1ccc(C(Sc2ccccc2)c2ccccc2)cc1OC (stereo unspecified)	-2.0%	-1.6%	9.8	-2.1%	20.7%	-29.1	-4.6%	?	1.0%
